Screening results as filed in PubChem.
Yfh1-depleted yeast: enhancers of respiration in Yfh1-depleted yeast, dose response, Friedreich's ataxia, plus single-dose screen (AID 1465). S. cerevisiae Yfh1-off respiration, WST-1 reduction, 72 h; higher fold induction means a stronger effect. one-dose fold induction at 50 µM; EC50 in µM for titrated hits. hit rate 0.074% among 220,000;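 active = fold induction of absorbance versus untreated yeast above a set limit, then at least 30% activation at any dose in follow-up; inconclusive = repeats straddling the limit, or above it without dose testing; inactive = fold induction below the set limit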;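 also: activators that raise dye reduction in frataxin-depleted yeast; strong numbers were not always called active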
CSM14.1 death rescue: rescue of cells from ER stress-induced death, primary screen, 384-well, CSM14.1, thapsigargin, ATP luminescence (AID 1222); CSM14.1 thapsigargin-induced death rescue, ATP luminescence; higher % means a stronger effect; cellular ATP content (survival), % at 20 µM; hits with a dose series show EC50 in µM; 190,000 tested, under 10 active;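 active = EC50 below 50 µM in the dose-response confirmation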;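 also: death triggered by thapsigargin at about 15 µM added after 2 h compound pretreatment; cell ATP read after overnight thapsigargin exposure of roughly 18 to 22 hours; normalized against plate controls of thapsigargin alone and 5% DMSO vehicle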
WT yeast gro inh: growth inhibition of WT strain, primary screen, mitochondrial fusion inhibitor project, WT and mutant strains, chemical genetic. mitochondrial fusion phenotypic screen. inhibition, % at 10 µM. hit rate 2.1% among 190,000. AID 1362, 2008; in the data active = inhibition above about 58%; tested in S. cerevisiae
NS5 inhibitors: Dengue-2 NS5 methyltransferase inhibitors, primary screen, biochemical, confirmation dose response (AID 588689); Genome polyprotein (Dengue virus type 2 (strain 16681-PDK53)); Dengue-2 NS5 methyltransferase capping enzyme assay, biochemical; higher % means a stronger effect; inhibition, % at 25 µM, or IC50 in µM where a hit was titrated; hit rate 0.3% among 340,000; in the data active = a potency from the dose series; inconclusive = inhibition above about 29% without an active follow-up result
RSV CPE inhibition: RSV antiviral activity via CPE protection, HEp-2 cells, primary 10 µM value included (AID 2391) | HEp-2 cells, RSV-induced CPE inhibition; higher % means a stronger effect | CPE inhibition, % at 10 µM; hits with a dose series show IC50 in µM | hit rate 0.13% among 310,000; in the data active = a potency from the dose series; inconclusive = CPE inhibition mostly from about 23% at the one dose, without a potency; inactive = the rest, 99 in 100 with CPE inhibition below about 21%; also: strong numbers were not always called active
K1F lysis inhibition: inhibition of K1F phage lysis, E. coli UTI89, bacterial capsule biogenesis inhibitors, alamar blue (AID 488966); one-dose inhibition, % at 100 µM; IC50 in µM for titrated hits; hit rate 0.02% among 340,000; E. coli UTI89 K1F phage lysis, alamar blue, 2 h; higher % means a stronger effect;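 active = phage lysis inhibition, versus mean bacterial control, above a set limit; inconclusive = no clear call, values can overlap the other calls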;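 also: capsule biogenesis inhibitors block K1F phage lysis so surviving cells raise fluorescence; higher fluorescence means more inhibition of phage lysis; actives were called in the ten point dose series up to 300 µM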
Large T inhibition: SV40 large T antigen inhibitors, biochemical (AID 1903). SV40 large T antigen ATPase/helicase inhibition assay; higher % means a stronger effect. inhibition, % at 20 µM, or IC50 in µM where a hit was titrated. hit rate 0.39% among 310,000; in the data active = a potency from the dose series; inconclusive = inhibition mostly from about 32% at the one dose, without a potency; inactive = the rest, 99 in 100 with inhibition below about 32%; also: strong numbers were not always called active
XIAP antagonists: XIAP antagonists, biochemical, IAP family, fluorescence polarization (AID 1018); XIAP BIR domain, fluorescence polarization peptide displacement; higher % means a stronger effect; E3 ubiquitin-protein ligase XIAP (Homo sapiens); hit rate 0.007% among 200,000; displacement, % at 20 µM, or IC50 in µM where a hit was titrated; in the data active = displacement above about 50%; also: a part of the inactive calls stands beside numbers as strong as those of hits
West Nile antiviral: West Nile virus antiviral activity, cell-based, CPE readout (AID 1621); hit rate 0.02% among 290,000; West Nile virus-infected cells, CPE inhibition; higher % means a stronger effect; one-dose CPE inhibition, % at 10 µM; IC50 in µM for titrated hits; in the data active = a potency from the dose series; inconclusive = CPE inhibition mostly from about 3.7% at the one dose, without a potency; inactive = the rest, 99 in 100 with CPE inhibition below about 2.2%; also: strong numbers were not always called active
WT yeast gro inh mutant strain: also measured in WT yeast gro inh; calls as there; inhibition, %; mitochondrial fusion phenotypic screen, mutant strain inhibition
Active calls of the source: *; i = inactive; u = inconclusive; x = no result given; & = joins results of further samples; ! = a repeat was not active.

A first look (9 entries):
SMILES	Yfh1-depleted yeast	CSM14.1 death rescue	WT yeast gro inh	WT yeast gro inh mutant strain	NS5 inhibitors	RSV CPE inhibition	K1F lysis inhibition	Large T inhibition	XIAP antagonists	West Nile antiviral
CCC(NC(C)C)C(O)c1ccc(O)c2[nH]c(=O)ccc12 (stereo not given)	i	0.2%	7	-3	-7%	0.8%	2.1%	15%	-6.2%	0.1%
CN(C)CCCC1(c2ccc(F)cc2)OCc2cc(C#N)ccc21 (stereo not given)	i	-4.1%&-1.3%	0&-3	-33&4	1%	-1.4%	8.4%	3%&9%&11%	-3.9%&-5.0%	1.5%
NC(N)=O	i	x	x	x	x	1.1%	x	11%	x	0.6%
C[N+]1(C)CCC(=C(c2ccccc2)c2ccccc2)CC1	x	x	x	x	1%	-0.3%	4.5%	4%	x	x
COc1cc2ncnc(Nc3cccc(Cl)c3)c2cc1OC	x	-3.4%	-2	3	x	x	x	7%	-5.8%	x
CC(C)=CCOc1c2ccoc2cc2oc(=O)ccc12	i	9.4%	-12	3	-10%	x	-0.4%	12%&12%	-3.1%	-0.2%
CNCCCN1c2ccccc2CCc2ccccc21	i	-3.7%	-1	2	-7%	-1.8%	7.8%	8%&-7%	-2.7%	-1.0%
COc1ccc(-c2cc(=O)c3c(O)cc(O[C@@H]4O[C@H](CO[C@@H]5O[C@@H](C)[C@H](O)[C@@H](O)[C@H]5O)[C@@H](O)[C@H](O)[C@H]4O)cc3o2)cc1O	x	x	x	x	-9%	-0.4%	2.2%	4%	x	0.3%
O=c1oc2c(O)c(O)cc3c(=O)oc4c(O)c(O)cc1c4c23	x	-1.6%	23	18	2%	6.0%	1.9%	u	-4.2%	x

All compounds of this part, from the start:
SMILES	Yfh1-depleted yeast	CSM14.1 death rescue	WT yeast gro inh	WT yeast gro inh mutant strain	NS5 inhibitors	RSV CPE inhibition	K1F lysis inhibition	Large T inhibition	XIAP antagonists	West Nile antiviral
CCC(NC(C)C)C(O)c1ccc(O)c2[nH]c(=O)ccc12 (stereo not given)	i	0.2%	7	-3	-7%	0.8%	2.1%	15%	-6.2%	0.1%
CN(C)CCCC1(c2ccc(F)cc2)OCc2cc(C#N)ccc21 (stereo not given)	i	-4.1%&-1.3%	0&-3	-33&4	1%	-1.4%	8.4%	3%&9%&11%	-3.9%&-5.0%	1.5%
NC(N)=O	i	x	x	x	x	1.1%	x	11%	x	0.6%
C[N+]1(C)CCC(=C(c2ccccc2)c2ccccc2)CC1	x	x	x	x	1%	-0.3%	4.5%	4%	x	x
COc1cc2ncnc(Nc3cccc(Cl)c3)c2cc1OC	x	-3.4%	-2	3	x	x	x	7%	-5.8%	x
CC(C)=CCOc1c2ccoc2cc2oc(=O)ccc12	i	9.4%	-12	3	-10%	x	-0.4%	12%&12%	-3.1%	-0.2%
CNCCCN1c2ccccc2CCc2ccccc21	i	-3.7%	-1	2	-7%	-1.8%	7.8%	8%&-7%	-2.7%	-1.0%
COc1ccc(-c2cc(=O)c3c(O)cc(O[C@@H]4O[C@H](CO[C@@H]5O[C@@H](C)[C@H](O)[C@@H](O)[C@H]5O)[C@@H](O)[C@H](O)[C@H]4O)cc3o2)cc1O	x	x	x	x	-9%	-0.4%	2.2%	4%	x	0.3%
O=c1oc2c(O)c(O)cc3c(=O)oc4c(O)c(O)cc1c4c23	x	-1.6%	23	18	2%	6.0%	1.9%	u	-4.2%	x
Oc1ccc(C2CNCCc3c2cc(O)c(O)c3Cl)cc1 (stereo not given)	i	x	x	x	-3%&-4%	-0.2%&3.0%	1.3%&2.1%	>100µM*!	x	-0.2%
CCCCNc1ccc(C(=O)OCCOCCOCCOCCOCCOCCOCCOCCOCCOC)cc1	x	x	x	x	7%	6.1%	1.9%	18%	x	x
NOCC(=O)O	x	x	x	x	-4%	0.8%	2.3%	7%	x	x
CCOC(=O)[C@H](CCc1ccccc1)N[C@@H](C)C(=O)N1Cc2ccccc2C[C@H]1C(=O)O	i	x	x	x	-7%	1.0%	5.5%	9%	x	-0.6%
Cc1ccc(=O)n(-c2ccccc2)c1	i	x	x	x	-1%	1.8%	-3.8%	6%	x	-0.3%
C=CC[n+]1ccc(/C=C2\C=Cc3cc(C)ccc3N2CC)c2ccccc21	i	-1.8%	87*	85*	59%	x	-0.7%	16%	-0.9%	2.7%
CC(=O)Nc1ccc(CC(=O)O)cc1	i	0.2%	-10	-14	5%	-0.3%	-0.4%	9%&2%	-2.4%	-0.4%
N#Cc1ccc(C(c2ccc(C#N)cc2)n2cncn2)cc1	i	-1.2%	-12	6	x	x	x	6%	-6.7%	-0.5%
Cc1ccc(N(CC2=NCCN2)c2cccc(O)c2)cc1	i	0.0%&-1.8%	-3&-5&-7	0&-5&-11	-2%&-6%&7%	-1.9%&-0.7%&-1.3%	6.1%&3.5%&8.5%	13%&4%&8%&10%&12%&17%	-4.3%&-11%	-0.1%&-0.2%&-0.7%

A portion of the library. The share of hits here may be higher or lower than overall.
